EPAC1 antag: blocks human EPAC1 exchange factor; O95398; Potency, µM (titrated, usually from 115 µM), for the others: at the top dose activity change, negative = inhibition, hits mostly inhibitors; EPAC1 GEF assay, Rap1b-BODIPY-GDP exchange fluorescence; 360,000 compounds, 0.14% hits;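 also: plate controls were vehicle for no effect and positive control for full effect; nearly all actives have a fitted effect of over 50% in size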
Target sequence (O95398 whole entry, looked up): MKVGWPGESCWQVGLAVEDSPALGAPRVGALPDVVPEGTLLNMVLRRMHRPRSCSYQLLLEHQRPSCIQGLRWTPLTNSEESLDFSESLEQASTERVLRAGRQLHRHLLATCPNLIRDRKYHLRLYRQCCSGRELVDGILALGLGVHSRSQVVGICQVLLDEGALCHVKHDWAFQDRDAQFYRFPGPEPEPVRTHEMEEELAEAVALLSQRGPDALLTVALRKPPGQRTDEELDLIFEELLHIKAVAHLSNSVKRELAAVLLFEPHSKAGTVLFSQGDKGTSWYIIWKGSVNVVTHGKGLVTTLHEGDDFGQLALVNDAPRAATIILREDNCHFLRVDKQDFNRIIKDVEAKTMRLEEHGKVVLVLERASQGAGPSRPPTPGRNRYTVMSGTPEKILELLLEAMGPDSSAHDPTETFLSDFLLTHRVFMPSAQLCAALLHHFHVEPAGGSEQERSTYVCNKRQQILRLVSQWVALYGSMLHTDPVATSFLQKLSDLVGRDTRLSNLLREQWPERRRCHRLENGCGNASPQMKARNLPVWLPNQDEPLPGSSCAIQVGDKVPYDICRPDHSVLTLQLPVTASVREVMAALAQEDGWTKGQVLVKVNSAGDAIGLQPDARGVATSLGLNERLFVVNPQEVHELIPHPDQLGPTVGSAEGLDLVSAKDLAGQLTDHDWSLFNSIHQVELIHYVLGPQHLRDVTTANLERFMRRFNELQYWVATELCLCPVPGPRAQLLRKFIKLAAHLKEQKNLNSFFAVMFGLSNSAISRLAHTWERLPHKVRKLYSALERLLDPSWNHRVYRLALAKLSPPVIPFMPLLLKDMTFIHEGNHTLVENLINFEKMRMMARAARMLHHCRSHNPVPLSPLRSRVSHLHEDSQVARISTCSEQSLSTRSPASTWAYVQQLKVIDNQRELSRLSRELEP
EPAC2 antagonist: EPAC2 (human) antagonism; 360,000 compounds, 0.18% hits; Q8WZA2; EPAC2 GEF exchange of Rap1B-BODIPY-GDP, fluorescence; Potency, µM (titrated, usually from 114 µM), for the others: at the highest dose activity, negative = inhibition, hits mostly inhibitors; AID 720708; also: % is scaled to controls: 0 for no effect and ±100 for the full control effect; nearly all actives have a fitted effect of over 45% in size; many of its hits are not listed in these tables
EPAC2 agonist: agonists of human EPAC2 (RAPGEF4); EPAC2 activation, biochemical qHTS; response scale: 100% = 6.5 mM cAMP response; Potency, µM (series often up to 154 µM), for inactives: at the top dose activation, hits mostly activators; 360,000 compounds, 0.079% hits; AID 720711; also: nearly all actives have a fitted effect of over 50% in size
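Each well held 100 nM EPAC2, 250 nM RAP1B-BODIPY-GDP and 50 uM GDP. Fluorescence, read at 5-min intervals to 30 min, was referenced to a 6.5 mM cAMP positive control.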
EPAC1 agonist: activates human EPAC1 exchange factor | EPAC1 agonist qHTS, biochemical assay; response scale: 100% = response to 6.5 mM cAMP | AID 720707 | Potency, µM (doses to about 154 µM), without a hit: at the highest dose activation, usual class: activators | 360,000 compounds, 0.073% hits; also: nearly all actives have a fitted effect of over 60% in size
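Nucleotide exchange by EPAC1 (100 nM) on Rap1B–BODIPY-GDP (250 nM) in the presence of 50 uM GDP is tracked fluorescently at 480/540 nm over 30 min. Signals are normalized to a 6.5 mM cAMP control.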
PTHR1 agonist: PTHR1 (human) receptor agonism; Q03431; HEK293 GP2 PTHR1 cells, GloSensor cAMP luminescence, 1 h; Potency, µM (highest dose often 115 µM), inactives show at the top dose activation, usual class: activators; 410,000 compounds, 0.075% hits; also: nearly all actives have a fitted effect of over 55% in size; some results filed as inactive show a strong effect at the top dose; inactives centre near -15; many of its hits are not listed in these tables
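HEK-293-derived GP2 cells expressing PTHR1 and a GloSensor cAMP reporter, 3,000/well, plated overnight, given luciferin plus IBMX (each 0.5 mM as added) for 1 h at 37 °C, then compound for 1 h at 37 °C. Luminescence was read after 15 min at room temperature.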
aSyn rescue: rescues yeast growth from alpha-synuclein toxicity; Yeast expressing alpha-synuclein, growth rescue, BacTiter-Glo, 24 h; Potency, µM (titrated, usually from 46.1 µM), without a hit: at the top dose growth rescue (activation), hits mostly activators; 370,000 compounds, 0.14% hits; AID 652106; also: % of control where 0% means no effect; nearly all actives have a fitted effect of over 65% in size
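Readout is rescue of growth in alpha-synuclein-expressing yeast, so inhibitors of toxicity appear as activators. Growth after 24 hr at 30 deg C in galactose medium is quantified by luminescence.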
TDP43 rescue: inhibitors of TDP-43 toxicity in yeast; TDP-43 expressing yeast growth rescue, BacTiter-Glo, 24 h; Potency, µM (top dose mostly 46.1 µM), for inactives: at the top dose growth rescue (activation), actives largely listed as activators; 410,000 compounds, 1.8% hits; also: % of control where 0% means no effect; nearly all actives have a fitted effect of over 50% in size
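In this qHTS, compounds that restore growth of yeast expressing TDP-43 appear as activators. Cells (OD600=0.02, galactose medium, raffinose-pregrown) are incubated with compound 24 hr at 30 deg C and growth is quantified by BacTiter-Glo.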
FUS yeast rescue: rescues growth of FUS-expressing yeast; S. cerevisiae FUS-expressing, growth rescue, OD600, 24 h; Potency, µM (top dose mostly 76.6 µM), without a hit: at the highest dose growth rescue (activation), actives largely listed as activators; 390,000 compounds, 0.24% hits;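 also: plate controls were DMSO vehicle for no effect and reference control for full effect; nearly all actives have a fitted effect of over 55% in size; some results filed as inactive show a strong effect at the top dose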
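Yeast FUS proteinopathy model; galactose-induced FUS (2%), starting OD 0.005. Cpds in dilution series, 24hr, 30C, 99% humidity. Abs 600 nm growth. Pos ctrl CP55940 (top 92uM final); neg ctrl DMSO.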
* = called active by the depositor; i = inactive; ? = inconclusive; nt = not tested or not shown; & = joins results of further samples; [ ] = dose if it differs, or a comment. Calls follow the shape of the dose curve; as a rule, active = well fitted curve in the direction sought with a large enough effect; inconclusive = small, poorly fitted or top-dose-only effect, or another doubt; inactive = no such curve, though single readings can be large; an effect the other way counts as inactive or inconclusive. Potency is read from the fitted curve at half-maximal effect. An excerpt; count on the stated rates, not on these rows.

Below each compound: PTHR1 agonist | EPAC2 antagonist | EPAC2 agonist | EPAC1 agonist | EPAC1 antag | FUS yeast rescue | TDP43 rescue | aSyn rescue
1	CC1C2=C(CC(C)(C)CC2=O)NC2=C1C(=O)CC(C)(C)C2
  -25% | 11% | 6% | -4% | 13% | -18% | 10% | -1%
2	COc1ccc(Oc2ccc3c(C(F)(F)F)cc(C(F)(F)F)nc3n2)cc1
  ? | -4% | 5% | -2% | -19% | 18% | -18% | -8%
3	Cc1nc2ccc(NC(=O)c3ccc(=O)[nH]c3)cc2s1
  i | 5% | 8% | -3% | -11% | 20% | -5% | 1%
4	COc1cccc(/C=N/NC(=O)c2oc3nc(-c4ccccc4)cc(-c4ccco4)c3c2N)c1
  i | -5% | 4% | -2% | -5% | 26% | 2%[1.82 µM] | 2%
5	c1ccc2c(-c3nc4ccccc4[nH]3)cccc2c1
  -10% | 4% | -5% | 6% | 9% | -9% | 16% | -7%
6	OCC1OC(Oc2c(Br)cc(Br)cc2Br)C(O)C(O)C1O (stereo not drawn)
  -9% | -10% | 6% | 9% | -18% | 17% | -9% | -38%[inhibitor]
7	COc1ccc(-n2c(CSc3nc(C)cc(C)n3)nnc2SCC(=O)Nc2nccs2)cc1
  -1% | 9% | -3% | -2% | 3% | -19% | 1% | -6%
8	Cc1ccc(C2=NOC(C)(c3nnc(-c4ccncc4)o3)C2)cc1 (stereo not drawn)
  i | -4% | 9% | -1% | -11% | 8% | 4% | 1%
9	C[C@@H]1CN([C@H](C)CO)C(=O)c2cc(Br)cnc2O[C@@H]1CN(C)Cc1cncnc1
  4% | 9% | 9% | -16% | 4% | -16% | 21% | -2%
10	O=C(NCCN1CCOCC1)c1csc2c1CCCCC2
  i | 9% | 8% | -6% | -4% | -5% | -11% | 0%
11	O=C(Nc1nnc(C2CC2)s1)c1ccc(Cl)c(S(=O)(=O)N2CCc3ccccc3C2)c1
  -25% | 14% | -1% | -2% | 7% | 7% | 18% | 8%
12	COc1ccc(N(C(C)C(=O)Nc2cccnc2)S(C)(=O)=O)cc1 (stereo not drawn)
  -1% | -6% | 10% | 8% | 10% | 0% | 21%[9.22 µM] | 0%
13	CN(CC(=O)Nc1ccc(F)cc1)C(=O)COC(=O)/C=C/c1ccccc1[N+](=O)[O-]
  -4% | 1% | 12% | -6% | ? | 5% | 9% | -7%
14	O=C(NC1CCCCC1)C1CCCN(S(=O)(=O)c2cnc[nH]2)C1 (stereo not drawn)
  i | 6% | 8% | -1% | -4% | 6% | ? | 2%
15	CCCCc1ncc(CN2CCC(CC3CCCCO3)(C(=O)OCC)CC2)[nH]1 (stereo not drawn)
  -7% | -9% | -1% | 2% | 6% | 16% | -21%[0.397 µM] | 0%
16	CCCN1C(=O)/C(=N\OCC(=O)NCC(F)(F)F)c2ccccc21
  i | 11% | -3% | -5% | 2% | -18% | 9% | -10%
17	CCN=C(NCC)SC1CC(=O)N(c2ccc(OC)cc2)C1=O (stereo not drawn)
  -14%[57.5 µM] | -3% | -7% | 9% | 8% | -9% | 11% | 1%
18	O=C(Nc1cccc(F)c1)c1cccnc1NCCc1ccccc1
  -2% | -14% | 5% | 10% | -14% | 6% | 33% | -1%
19	O=C(N1CCN(Cc2ccccc2)CC1)C(Cl)(Cl)Cl
  i | -3% | -3% | -25% | -17% | -6% | 12% | 3%
20	COc1ccc(C2CC(=O)Oc3c(C(CCN4CCCC(C)C4)c4ccc(N(C)C)cc4)c(OC)cc(OC)c32)cc1 (stereo not drawn)
  i | -6% | 8% | 13% | -9% | 11% | 5% | 1%
21	CCOc1ccccc1/C=C/C(=O)N1CCN(C(=O)c2ccco2)CC1
  -19% | 2% | -6% | -7% | -26% | -1% | 43% | 12%
22	CCOc1ccc(Cc2onc3c2C(=O)CC(C)(C)C3)cc1OCC
  -13% | -9% | 8% | 1% | -7% | 28% | 4% | 15%
23	O=C(Cc1ccc(-c2ccccc2)cc1)Nc1ccccc1
  i | 1% | 8% | -6% | -12% | 5% | ? | 0%
24	CS(=O)(=O)N(CC(=O)N1CCCC1)c1ccc2c(c1)OCCO2
  i | -5% | -12% | 3% | -3% | 20% | 2% | 0%
25	C[C@H](NC(N)=O)C(=O)Nc1ccc(OCc2ccccc2)cc1
  i | -22% | 7% | 8% | 1% | 8% | -2%[0.397 µM] | 1%
26	COc1ccc(-c2[nH]ncc2-c2cnn(-c3ccccc3)c2)c(O)c1
  -6%[57.5 µM] | -13% | 20% | 11% | -6% | ? | ? | 9%
27	O=C(CCC1CC(=O)Nc2ccccc21)NCc1ccc(F)cc1 (stereo not drawn)
  -3% | 4% | 6% | 5% | 2% | 16% | -15% | 1%
28	O=C(Nc1nnc(-c2ccccc2)o1)c1cccc(S(=O)(=O)N2CCOCC2)c1
  -11% | -6% | -2% | -1% | -10% | nt | 22% | 12%
29	O=C(c1cn(-c2ccccc2)nc1-c1ccc(Cl)cc1)N1CCOCC1
  i | -12% | 4% | 1% | 0% | 20% | 14% | 0%
30	C=C(c1ccccc1O)n1ccnc1
  i | 10% | 4% | 4% | -23% | 20% | 10% | 3%

Exported with each value named: entries from further up
29) O=C(c1cn(-c2ccccc2)nc1-c1ccc(Cl)cc1)N1CCOCC1
  PTHR1 agonist: i
  EPAC2 antagonist: -12%
  EPAC2 agonist: 4%
  EPAC1 agonist: 1%
  EPAC1 antag: 0%
  FUS yeast rescue: 20%
  TDP43 rescue: 14%
  aSyn rescue: 0%

30) C=C(c1ccccc1O)n1ccnc1
  PTHR1 agonist: i
  EPAC2 antagonist: 10%
  EPAC2 agonist: 4%
  EPAC1 agonist: 4%
  EPAC1 antag: -23%
  FUS yeast rescue: 20%
  TDP43 rescue: 10%
  aSyn rescue: 3%

Next section.
Below each compound: PTHR1 agonist | EPAC2 antagonist | EPAC2 agonist | EPAC1 agonist | EPAC1 antag | FUS yeast rescue | TDP43 rescue | aSyn rescue
31	COC(=O)c1sccc1NC(=O)c1ccco1
  i | 1% | 3% | 16% | -15% | 20% | 0% | 2%
32	N#CCC(N)=C(C#N)C#N
  -7% | -7% | 5% | 1% | 1% | -30% | 13% | 11%
33	CC1=C(C(=O)N(C)C)CC(CC(=O)NC(c2ccccc2)c2ccccc2)C(=O)N1Cc1ccc(F)cc1 (stereo not drawn)
  -29% | -5% | 2% | -5% | 9% | 7% | 0% | -3%
34	NC(=O)c1ccc(Cc2ncc(C(F)(F)F)cc2Cl)s1
  i | -1% | -11% | 3% | 6% | -49% | 0% | -2%
35	COc1ccc(S(=O)(=O)N2CCC(NC(=O)C(Cc3cccc(OC)c3OC)NC(C)=O)CC2)cc1 (stereo not drawn)
  i | -4% | 2% | 6% | -3% | 17% | -10% | -1%
36	OC1CCCCC1Sc1nc2ccccc2s1 (stereo not drawn)
  -12%[57.5 µM] | 6% | 10% | 0% | 4% | 0% | 14% | 10%
37	CC[n+]1ccc2cc(OC)c(OC)cc2c1Cc1ccc(OC)c(OC)c1
  -1% | 2% | 4% | 8% | 4% | 16% | -9% | 0%
38	CCOC(=O)c1c(-c2ccc(F)cc2)csc1NC(=O)C1CC=CCC1C(=O)O (stereo not drawn)
  -1% | -18% | 1% | -1% | -5% | 23% | -6% | 12%
39	COc1ccc(NC(=S)N2CCC(NC(=O)c3cccc(F)c3)CC2)cc1
  -8% | 3% | 6% | -4% | -36% | 8% | -7% | 2%
40	CCOC(=O)c1ccc(NC(=O)c2nc[nH]c2C(=O)N(CC)CC)cc1
  6% | -5% | 8% | -6% | 12% | -8% | -17% | 0%
41	COC(=O)c1cc(Br)ccc1OC(=O)c1cccnc1
  -16% | 7% | -1% | -1% | 2% | 12% | ? | 19%
42	COc1cccc(NC(=O)CCNC(=O)Cn2ccc3ccccc3c2=O)c1
  -2% | 1% | -1% | 4% | -6% | -15%&12% | ? | 3%
43	Cc1cnc(N)c2c(=O)oc3ccccc3c12
  8% | -4% | 8% | 14% | -3% | -25% | 24% | 7%
44	Cc1ccc(S(=O)(=O)N(CC(=O)N=Nc2c(O)[nH]c3ccccc23)c2ccc(C)c(C)c2)cc1
  -20% | -18% | 13% | 19% | -11% | ? | -2% | 1%
45	CCN(CC)S(=O)(=O)c1ccc(N2CCOCC2)c(NC(=O)c2cc(C)cc(C)c2)c1
  i | -13% | 15% | 10% | -26% | 33% | -3% | 4%
46	COn1c2c(c3c4no[n+]([O-])c4ccc31)CCCC2
  -13%[57.5 µM] | 6% | 4% | 3% | 7% | 0% | 25% | 0%
47	O=C(COC(=O)C1=COCCO1)Nc1ccccc1Oc1ccccc1
  i | 5% | 4% | -1% | -4% | 23% | -3% | 16%
48	O=C(CSc1nnnn1-c1ccccc1)NC(=O)NCc1ccco1
  i | -2% | 13% | -1% | -6% | ? | 15% | -4%
49	Cc1ccc(SCC(=O)NCCc2ccccc2)cc1
  -5% | -7% | 0% | -17% | -15% | 0% | ? | 10%
50	CC1CCN(C(=O)CSc2nnc(Cc3cc(=O)[nH]c(=O)[nH]3)n2-c2ccc(Cl)cc2)CC1
  2% | 23% | 2% | -7% | -3% | -17% | 1% | -5%&-10%
51	COc1cc(NC(=S)NCCC(c2ccccc2)c2ccccc2)cc(OC)c1
  -8% | -8% | 5% | 89µM* | 60%[activator] | 19% | -8%[9.22 µM] | 7%
52	Cc1ccc(C(C2=C(O)CC(C)(C)CC2=O)C2C(=O)CC(C)(C)CC2=O)s1 (stereo not drawn)
  -70%[inhibitor][57.5 µM] | -4% | 5% | -3% | -10% | -5% | ? | 5%
53	COC(=O)c1ccc(C)c(NC(=O)C2CC(=O)N(C3CCCC(C)C3C)C2)c1 (stereo not drawn)
  -38%[inhibitor] | 6% | 4% | -6% | 10% | 20% | -26% | -20%[1.84 µM]
54	CCOc1ccc(Nc2nc(NCCN3CCOCC3)nc(OC)n2)cc1
  i | -6%[57.1 µM] | 4% | 7% | 6% | 16% | -7% | -6%
55	O=C(NC1CCCC1)c1ccc2c(c1)S(=O)(=O)c1ccccc1C2=O
  i | -1% | -2% | -18% | 10% | -26% | 12% | ?
56	COc1ccc(NC(=O)c2ccco2)c([N+](=O)[O-])c1
  -10% | -1% | -8% | -4% | -2% | nt | 8% | 4%
57	COc1cc([N+](=O)[O-])ccc1NC(=O)CN1CCc2cc(OC)c(OC)cc2C1
  -10% | 12% | 16% | 11% | 12% | 35% | 5% | -5%
58	COc1ccc(CCN2CC(C(=O)OCC(=O)NC(C)c3cccc(Cl)c3)CC2=O)cc1OC (stereo not drawn)
  i | -4% | 6% | 15% | 9% | nt | 17% | -2%
59	Cc1c(CCOC(=O)C23CC4(C)CC(C)(CC(C)(C4)C2)C3)sc[n+]1CC(=O)c1ccccc1
  i | -7% | -1% | -9% | -14% | ? | 12% | 2%

Screening results from PubChem.
